Compound activity from PubChem.
IDH1 mut inh: inhibitors of IDH1 R132H reductase, primary screen, biochemical, plate reader, single point. inhibition, % at 10 µM. actives 0.18% (n = 70,000). AID 624101, 2012. diaphorase/resazurin fluorescence, 60 min. Isocitrate dehydrogenase [NADP] cytoplasmic (Homo sapiens), O75874; in the data active = inhibition above about 34%;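 note: 0% = DMSO and 100% = no enzyme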
PRC2 inh: EZH2/PRC2 methyltransferase inhibitors, primary screen, biochemical, DELFIA time-resolved fluorescence, single point; Histone-lysine N-methyltransferase EZH2 (Homo sapiens), Q15910; PRC2 H3K27 methylation, DELFIA TRF, 1 h; inhibition, % at 12.5 µM; actives 0.35% (n = 57,000);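 active = mean inhibition of replicates at least 50% and every single replicate also reaching 50%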;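 note: dimethyl H3K27 on biotinylated H3 21-44 peptide detected by antibody; plate controls were median neutral control wells for no effect and median positive control wells for full effect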
Target sequence (Q15910 whole entry, looked up): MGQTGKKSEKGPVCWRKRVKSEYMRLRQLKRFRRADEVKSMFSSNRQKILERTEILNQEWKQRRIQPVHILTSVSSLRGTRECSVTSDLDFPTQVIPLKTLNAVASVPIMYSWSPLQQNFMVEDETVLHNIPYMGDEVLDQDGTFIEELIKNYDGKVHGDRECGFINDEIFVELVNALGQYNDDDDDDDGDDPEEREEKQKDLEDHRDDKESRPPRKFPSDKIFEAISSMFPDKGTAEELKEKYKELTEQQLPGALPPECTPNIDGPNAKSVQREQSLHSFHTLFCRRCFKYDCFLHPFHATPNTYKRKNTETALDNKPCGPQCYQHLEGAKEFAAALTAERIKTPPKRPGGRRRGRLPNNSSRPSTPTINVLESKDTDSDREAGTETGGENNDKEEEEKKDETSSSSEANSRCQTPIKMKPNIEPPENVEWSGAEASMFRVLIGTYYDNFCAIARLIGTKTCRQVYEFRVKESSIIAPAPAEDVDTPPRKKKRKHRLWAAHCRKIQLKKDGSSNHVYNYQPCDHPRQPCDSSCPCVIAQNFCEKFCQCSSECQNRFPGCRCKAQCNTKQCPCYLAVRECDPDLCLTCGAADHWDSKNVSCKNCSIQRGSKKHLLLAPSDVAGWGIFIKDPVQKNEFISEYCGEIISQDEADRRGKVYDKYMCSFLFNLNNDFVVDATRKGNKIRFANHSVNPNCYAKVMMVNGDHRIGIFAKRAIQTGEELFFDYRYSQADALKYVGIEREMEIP
The depositor's hits bear a star; / = no result given. A portion of the library; rates above refer to the full screens.

SMILES	IDH1 mut inh	PRC2 inh
CNC[C@H]1Oc2cc(-c3cncnc3)ccc2S(=O)(=O)N([C@@H](C)CO)C[C@@H]1C	3.1	-30.9
C[C@@H]1CN([C@@H](C)CO)C(=O)c2cccc(NC(=O)CCCCCC(=O)Nc3ccccc3N)c2O[C@@H]1CN(C)S(=O)(=O)c1ccccc1	/	-25.2
C[C@H](CO)N1C[C@H](C)[C@@H](CN(C)Cc2ccc(Oc3ccccc3)cc2)Oc2ccc(NC(=O)Nc3ccc(C(F)(F)F)cc3)cc2CC1=O	-0.3	/
Cc1ccc(S(=O)(=O)N(C)C[C@H]2Oc3ccc(NS(=O)(=O)c4ccc(F)cc4)cc3C(=O)N([C@H](C)CO)C[C@H]2C)cc1	0.9	/
C[C@@H]1CCCCO[C@H](CN(C)Cc2ccc(Cl)c(Cl)c2)[C@@H](C)CN([C@H](C)CO)C(=O)c2cc(NC(=O)Nc3cccc4ccccc34)ccc2O1	2.5	/
O=S(=O)(NCC(O)Cn1c2ccc(Cl)cc2c2cc(Cl)ccc21)c1ccccc1 (stereo not drawn)	-0.4	30.5
COc1ccc(S(=O)(=O)Nc2ccc3c(c2)C(=O)N([C@H](C)CO)C[C@@H](C)[C@@H](CN(C)C(=O)NC(C)C)O3)cc1	3.5	/
COc1ccc(NC(=O)N[C@@H]2CC[C@H](CCn3cc(-c4ccc(F)cc4)nn3)O[C@@H]2CO)cc1	0.1	-5.0
C[C@@H]1CCCCO[C@H](CN(C)Cc2ccncc2)[C@H](C)CN([C@H](C)CO)C(=O)c2cc(NS(=O)(=O)c3cccs3)ccc2O1	9.2	/
C/C=C/c1ccc2c(c1)O[C@@H](CN(C)Cc1ccccc1F)[C@H](C)CN([C@H](C)CO)S2(=O)=O	1.6	30.6
CCCNC(=O)N(C)C[C@@H]1Oc2cc(C#Cc3cccc(F)c3)ccc2S(=O)(=O)N([C@@H](C)CO)C[C@@H]1C	-0.4	10.4
CSc1nsc(SCc2cnc(C)nc2N)n1	-1.0	-13.2
C[C@@H]1CN([C@H](C)CO)C(=O)c2cc(Br)cnc2O[C@@H]1CN(C)C(=O)c1cccc(F)c1	0.4	-5.1
C[C@@H]1CN([C@H](C)CO)C(=O)CCCn2cc(nn2)CO[C@@H]1CN(C)CC1CCCC1	0.0	-13.8
C[C@@H]1CCCCO[C@H](CN(C)S(=O)(=O)c2ccc(Cl)cc2)[C@H](C)CN([C@H](C)CO)C(=O)c2cc(NC(=O)NC3CCCCC3)ccc2O1	-0.5	/
CC(C)C#Cc1cnc2c(c1)C(=O)N([C@@H](C)CO)C[C@H](C)[C@H](CN(C)C(=O)c1cccc(F)c1)O2	0.0	-1.0
O=C(O)CC(Cn1[nH]nnc1=S)c1ccccc1 (stereo not drawn)	0.7	4.4
Cn1cc(SCC(=O)O)c2ccccc21	-0.3	-0.6
C[C@@H]1CCCCO[C@@H](CN(C)Cc2ccc3c(c2)OCO3)[C@@H](C)CN([C@H](C)CO)C(=O)c2cc(NC(=O)c3ccncc3)ccc2O1	1.9	/
COC(=O)CCCCCCC(=O)N/N=C/c1cc(Cl)cc(Cl)c1O	/	9.3
C[C@@H]1CN([C@@H](C)CO)S(=O)(=O)c2ccc(C#CC3CC3)cc2O[C@H]1CN(C)CC1CCOCC1	-0.1	0.9
C[C@@H]1CN([C@H](C)CO)C(=O)c2cc(C#CC3CC3)cnc2O[C@@H]1CN(C)S(C)(=O)=O	-1.9	3.6
C[C@@H]1CN([C@H](C)CO)C(=O)c2cc(NC(=O)CCCCCC(=O)Nc3ccccc3N)ccc2O[C@H]1CN(C)S(=O)(=O)c1cccs1	/	-3.8
C[C@@H]1CN([C@@H](C)CO)C(=O)c2cccc(NS(=O)(=O)c3ccc(F)cc3)c2O[C@H]1CN(C)C	-1.3	/
O=C(CC1(O)C(=O)Nc2c(C(F)(F)F)cccc21)c1ccco1 (stereo not drawn)	1.5	-11.7

(listing goes on)
SMILES	IDH1 mut inh	PRC2 inh
C[C@H](CO)N1C[C@H](C)[C@@H](CN(C)Cc2ccccc2)Oc2ccc(NS(=O)(=O)c3cccs3)cc2C1=O	/	8.1
C[C@H]1CN([C@@H](C)CO)C(=O)Cc2cc(NC(=O)Nc3ccc4c(c3)OCO4)ccc2O[C@@H]1CN(C)C(=O)Nc1ccc(F)cc1	1.6	/
C[C@H](CO)N1C[C@H](C)[C@@H](CN(C)C(=O)Nc2ccc(C(F)(F)F)cc2)Oc2c(cccc2N(C)C)C1=O	-4.0	-25.5
CC(C)NC(=O)Nc1ccc2c(c1)C(=O)N([C@H](C)CO)C[C@@H](C)[C@@H](CN(C)S(=O)(=O)c1cn(C)cn1)O2	-0.1	/
CC(C)(C)OC(=O)N1CCC[C@H]1/C=N/NC(=O)c1ccc(C(=O)NO)cc1	-0.2	-9.6
C[C@@H]1CN([C@@H](C)CO)C(=O)c2cc(-c3ccc(F)cc3)cnc2O[C@@H]1CN(C)Cc1ccccn1	1.7	-2.6
COc1cccc(N2C(=O)C(CC(=O)Nc3ccc(F)cc3)N(C3CCCCC3)C2=O)c1 (stereo not drawn)	-0.2	0.5
C[C@H]1CCCCO[C@@H](CN(C)S(=O)(=O)c2cccs2)[C@@H](C)CN([C@@H](C)CO)C(=O)c2cc(N(C)C)ccc2O1	-0.4	-23.2
O=C(C[C@H]1CC[C@H](NC(=O)Cc2ccccn2)[C@H](CO)O1)NCCc1ccccc1	0.8	4.2
O=C(C[C@H]1C=C[C@H](NC(=O)CN2CCOCC2)[C@@H](CO)O1)NC1CCCCC1	0.1	-3.9
C[C@@H]1CN([C@H](C)CO)C(=O)c2cc(N(C)C)ccc2O[C@@H]1CN(C)S(=O)(=O)c1ccccc1	0.2	-8.5
COc1ccc(S(=O)(=O)Nc2ccc3c(c2)CC(=O)N([C@H](C)CO)C[C@H](C)[C@@H](CN(C)S(=O)(=O)c2ccccc2)O3)cc1	-12.9	/
C[C@H](CO)N1C[C@H](C)[C@@H](CN(C)Cc2ccc(C(F)(F)F)cc2)Oc2ccc(NC(=O)Cn3cnnn3)cc2CC1=O	0.4	-19.4
CCCN1C[C@@H](C)[C@H](OC)CN(C)C(=O)c2ccc(NC(=O)Nc3cccc(F)c3)cc2OC[C@@H]1C	0.6	-16.9
CCOC(=O)c1c(NC(=S)Nc2cc(OC)c(Cl)cc2OC)sc(C)c1-c1ccccc1	0.5	4.9
C[C@H]1CN([C@@H](C)CO)S(=O)(=O)c2ccc(/C=C/c3ccccc3)cc2O[C@H]1CN(C)C	-3.4	-16.1
C[C@H](CO)N1C[C@H](C)[C@@H](CN(C)Cc2ccc(C(F)(F)F)cc2)Oc2ccc(NS(C)(=O)=O)cc2CC1=O	2.2	-13.3
Cc1cc(C(=O)Nc2cccc3c2O[C@H](CN(C)Cc2ccc(C(=O)Nc4ccccc4N)cc2)[C@@H](C)CN([C@H](C)CO)C3=O)n(C)n1	/	-12.1
CNC[C@H]1OCCCC[C@H](C)Oc2ccc(NS(=O)(=O)c3ccc(OC)cc3)cc2C(=O)N([C@H](C)CO)C[C@@H]1C	/	-9.8
CCc1nc(SCC(=O)Nc2ccnc3ccccc23)n[nH]1	0.3	-3.3
C[C@@H]1CN([C@@H](C)CO)C(=O)c2cccc(NC(=O)Nc3ccc(C(F)(F)F)cc3)c2O[C@H]1CN(C)S(=O)(=O)c1cccs1	3.3	/
C[C@@H]1CN([C@@H](C)CO)C(=O)Cc2cc(NC(=O)c3ccncc3)ccc2O[C@@H]1CN(C)C(=O)Nc1ccc(F)cc1	6.4	6.7
C[C@@H]1CN([C@@H](C)CO)C(=O)c2cccc(NC(=O)C3CC3)c2O[C@@H]1CN(C)C(=O)Nc1ccccc1	0.9	10.2
C[C@H]1CN([C@@H](C)CO)C(=O)c2cccc(NC(=O)C3CC3)c2O[C@H]1CN(C)C(=O)Nc1ccc(F)cc1	1.8	-12.7
Cc1noc(C)c1NC(=O)Nc1ccc2c(c1)CC(=O)N([C@H](C)CO)C[C@@H](C)[C@H](CN(C)C(=O)Nc1ccc3c(c1)OCO3)O2	-2.3	/

(listing goes on)
SMILES	IDH1 mut inh	PRC2 inh
C[C@H]1CN([C@@H](C)CO)C(=O)c2cc(C#CC3CCCCC3)cnc2O[C@@H]1CN(C)C(=O)C1CCCCC1	5.8	-8.1
COc1ccccc1NC(=O)Cn1cnc2sc3c(c2c1=O)CCC(C)C3 (stereo not drawn)	0.5	2.3
COc1cc(NC(=O)COc2cc(C)cc(C)c2C)c(OC)cc1Cl	-0.1	-13.6
CNC[C@@H]1Oc2ccc(NS(=O)(=O)c3ccccc3)cc2C(=O)N([C@@H](C)CO)C[C@H]1C	1.5	/
COc1ccccc1NC(=O)N[C@H]1CC[C@H](CCNS(=O)(=O)c2ccccc2)O[C@@H]1CO	0.0	-10.4
C[C@H]1CN([C@@H](C)CO)C(=O)c2cc(NC(=O)CCN3CCOCC3)ccc2O[C@H]1CN(C)C(=O)Nc1ccc(C(F)(F)F)cc1	0.1	/
Cc1nn(C(=O)c2ccc(Cl)cc2)c(C)c1Sc1nnc(C(F)(F)F)n1C	-0.2	-3.5
Cc1cc(=O)n2c3ccccc3n(CC(O)CN3CCN(CCO)CC3)c2c1C#N (stereo not drawn)	-0.3	-18.4
O=S(=O)(NCC[C@H]1CC[C@H](NS(=O)(=O)c2cccc(Cl)c2)[C@@H](CO)O1)c1cccc(F)c1	-0.1	-4.5
O=C(C[C@H]1CC[C@@H](NC(=O)NC2CCCC2)[C@H](CO)O1)NCc1ccc(F)cc1	-0.1	-4.9
CNC[C@H]1Oc2ccc(NC(=O)CCN3CCOCC3)cc2C(=O)N([C@@H](C)CO)C[C@H]1C	2.1	-0.2
O=C(C[C@@H]1C[C@H]2c3cc(NS(=O)(=O)c4ccc(F)cc4)ccc3O[C@H]2[C@@H](CO)O1)NCc1ccccn1	-0.1	-6.3
COCCNC(=O)c1c(NC(=O)c2nc(SC)ncc2Cl)sc2c1CCCC2	0.1	-7.3
Cc1cc2c(cc1C)C(=O)C(c1ccccc1)=C(NCc1ccccc1)C2=O	-0.3	11.7
N#Cc1ccc(/C=C/C(=O)NCc2ccccc2)cc1	-0.2	3.6
C[C@@H]1CCCCO[C@@H](CN(C)C(=O)C2CCCCC2)[C@H](C)CN([C@H](C)CO)C(=O)c2cc(NC(=O)c3ccccc3)ccc2O1	4.5	/
Cc1ccccc1/C=N/NC(=O)CCCCCCC(=O)Nc1ccccc1O	-0.4	-3.4
C[C@@H]1CN([C@@H](C)CO)C(=O)c2cc(NS(=O)(=O)c3cn(C)cn3)ccc2O[C@@H](C)CCCCO[C@@H]1CN(C)C(=O)Nc1ccccc1	-11.5	/
C[C@H]1CCCCO[C@H](CN(C)C)[C@@H](C)CN([C@@H](C)CO)C(=O)c2cc(NS(=O)(=O)c3ccc(F)cc3)ccc2O1	0.1	5.3
Cc1noc(C)c1NC(=O)N(C)C[C@@H]1Oc2ccc(NS(=O)(=O)c3c(C)noc3C)cc2CC(=O)N([C@H](C)CO)C[C@H]1C	0.1	/
C[C@@H]1CN([C@@H](C)CO)C(=O)c2cc(C#CCN(C)C)cnc2O[C@H]1CN(C)C(=O)NC1CCCC1	-0.1	/
CO[C@@H]1CN(C)C(=O)c2ccc(NS(=O)(=O)c3cccc(Cl)c3)cc2OC[C@@H](C)N(C(=O)Cc2cccnc2)C[C@H]1C	0.3	1.8
C[C@@H]1CN([C@@H](C)CO)C(=O)c2cc(NS(=O)(=O)c3ccccc3)ccc2O[C@@H](C)CCCCO[C@H]1CN(C)C(=O)c1ccncc1	-1.4	/
O=C(N[C@@H]1CC[C@H](CC(=O)N2CCOCC2)O[C@@H]1CO)c1ccccn1	0.0	9.6
C[C@@H]1CCCCO[C@H](CN(C)C(=O)c2ccncc2)[C@@H](C)CN([C@H](C)CO)C(=O)c2cc(NS(=O)(=O)c3ccc(F)cc3)ccc2O1	2.1	/
CC(C)CC#Cc1cnc2c(c1)C(=O)N([C@H](C)CO)C[C@H](C)[C@@H](CN(C)C(=O)c1ccc3c(c1)OCO3)O2	0.1	/
C[C@@H]1CN([C@@H](C)CO)C(=O)c2cccc(NS(=O)(=O)c3cccs3)c2O[C@H]1CN(C)C(=O)Nc1cccc2ccccc12	-2.4	/
Cc1ccc(-n2nc3cc(C)c(NC(=O)COc4cccc(C)c4)cc3n2)cc1	0.2	-5.9
